TAAR1 antagonist: human TAAR1 antagonism; Q96RJ0; CHO RD-HGA16 TAAR1, Fluo-8 calcium fluorescence, antagonist; inhibition, % at 3 µM; 360,000 tested, 1.5% active; AID 624466;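 active means inhibition above a per-plate cutoff, the mean inhibition of test compounds on that plate plus 3 SD, cut at about 49% in these data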;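 further: 0% = DMSO plus EC80 beta-PEA response and 100% = DMSO alone without agonist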
Target sequence (Q96RJ0 whole entry, looked up): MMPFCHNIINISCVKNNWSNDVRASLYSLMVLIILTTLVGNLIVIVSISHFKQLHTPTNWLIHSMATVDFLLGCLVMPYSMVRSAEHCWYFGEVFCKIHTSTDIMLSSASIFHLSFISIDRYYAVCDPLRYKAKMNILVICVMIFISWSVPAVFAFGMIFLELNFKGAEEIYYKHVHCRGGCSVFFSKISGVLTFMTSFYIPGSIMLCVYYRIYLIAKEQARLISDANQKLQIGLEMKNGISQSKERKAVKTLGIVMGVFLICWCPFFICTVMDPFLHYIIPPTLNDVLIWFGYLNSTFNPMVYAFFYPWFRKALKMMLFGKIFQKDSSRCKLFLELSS
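Test system: hTAAR1-expressing CHO RD-HGA16 cells, Gα16-coupled; Probe or stimulus: EC80 β-phenethylamine stimulus; Compound dosing: single nominal final test compound concentration of 3 µM; Timing: 140 s kinetic read after compound, 140 s after agonist; Signal: Fluo-8 calcium-sensitive fluorescence; Measure: % inhibition of agonist calcium response; Controls: DMSO and EC80 PEA controls.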
CRFBP-R2 agonist: CRF-BP/CRF-R2 complex agonism; HEK293 CRF-R2/CRF-BP, calcium dye fluorescence (FLIPR); percent of saturating CRF peptide response; activation, % at 13.2 µM; 350,000 tested, 0.46% active;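 active means activation of at least 50%, plus an integration ratio under a set limit after plate pattern correction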;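 further: plate controls were neutral control wells without compound for no effect and CRF at EC100 for full effect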
CRFBP-R2 block: CRF-BP/CRF-R2 complex antagonism | HEK293 CRF-R2/CRF-BP, CRF-induced calcium fluorescence | inhibition, % at 11.8 µM | 350,000 tested, 0.59% active;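 active means inhibition of the ligand-induced calcium signal above about 50% at the single tested concentration, limit read from the data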
TAAR1 agonist: agonists of human TAAR1; activation, % at 3 µM; AID 624467; CHO RD-HGA16 TAAR1, Fluo-8 calcium fluorescence; vehicle wells 0%, saturating PEA agonist 100%; 360,000 tested, 0.99% active;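 active means activation above the mean activation of all test compounds in the run plus 3 SD, cut at about 38% in these data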
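test system = CHO RD-HGA16 cells carrying human TAAR1 plus Gα16 | schedule = 17-24 h seeding, 75 min 37 °C dye, 30 min RT | compound dosing = 3 µM single concentration | control set = DMSO and PEA EC100 | replicates = n 1 | signal = Fluo-8 fluorescence, 5 s baseline then 140 s kinetic read | measure = percent activation vs PEA EC100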
CHRM5 PAM: potentiates acetylcholine response at human M5 receptor | CHO-K1 hM5, Fluo-8 calcium, ACh EC20 PAM; 0% = ACh EC20, 100% = ACh EC100 | activation, % at 3 µM | 360,000 tested, 0.3% active | AID 624038;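 active means activation above the run cutoff, the mean activation of all test compounds plus 3 SD, cut at about 18% in these data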
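Assay system: CHO-K1 hM5 cells. Also added: acetylcholine at EC20 concentration, added after compound. Dosing: 3 µM, single dose. Times: compound preincubation 140 s before EC20 acetylcholine addition. Signal: Fluo-8 calcium fluorescence. Measure: % activation relative to EC20 and EC100 ACh responses. Repeats: singlicate, one well per test compound.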
CHRM5 antagonist: CHRM5 antagonism in calcium assay | CHO-hM5 cells, Fluo-8 calcium fluorescence, ACh EC80 | inhibition, % at 3 µM | 360,000 tested, 0.59% active | AID 624040;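 active means inhibition above a per-plate cutoff, the mean of that plate's test compounds plus 3 SD, cut at about 27% in these data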;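 further: 0% = acetylcholine EC80 with DMSO and 100% = DMSO without agonist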
CHRM5 agonist: agonists of human muscarinic M5 receptor (CHRM5). AID 624037. CHO-K1 hM5 cells, Fluo-8 calcium fluorescence; 0% DMSO wells, 100% maximal acetylcholine response. 360,000 tested, 0.19% active. P08912. activation, % at 3 µM;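 active means activation above the run's mean over test compounds plus 3 SD, cut at about 23% in these data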;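 further: signal is peak over basal fluorescence ratio across the kinetic read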
CHRM4 PAM: CHRM4 positive allosteric modulation | CHO-K1 hM4/Gqi5, Fluo-8 calcium fluorescence, ACh EC20; 0% = ACh EC20, 100% = maximal ACh | 360,000 tested, 0.4% active | activation, % at 3 µM | P08173;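 active means activation above its plate's cutoff, the mean activation of sample wells plus 3 SD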; further: some results filed as inactive read as strong as hits
Target sequence (P08173 whole entry, looked up): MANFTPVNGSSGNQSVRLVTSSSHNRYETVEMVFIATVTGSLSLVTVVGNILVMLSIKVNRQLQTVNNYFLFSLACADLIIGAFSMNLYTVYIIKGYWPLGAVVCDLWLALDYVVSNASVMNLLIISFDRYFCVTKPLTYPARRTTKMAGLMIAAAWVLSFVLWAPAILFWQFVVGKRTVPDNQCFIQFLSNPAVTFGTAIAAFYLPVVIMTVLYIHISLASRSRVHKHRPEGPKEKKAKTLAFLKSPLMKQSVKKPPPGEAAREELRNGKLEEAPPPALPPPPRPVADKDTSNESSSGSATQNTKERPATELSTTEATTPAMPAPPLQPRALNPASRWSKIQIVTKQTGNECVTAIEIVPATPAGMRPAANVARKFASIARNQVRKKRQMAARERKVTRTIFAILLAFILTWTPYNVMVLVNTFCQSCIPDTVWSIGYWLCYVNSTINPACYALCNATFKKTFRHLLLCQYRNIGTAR
M1 PAM parental: counter-screen for M1 PAMs: effect in parental CHO-K1 cells. ATP EC20, Fluo-8 calcium fluorescence; 0% at ATP EC20, 100% at ATP max. activation, % at 3 µM. 360,000 tested, 0.02% active;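 active means activation above the run cutoff, the mean activation of all test compounds plus 3 SD, cut at about 40% in these data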;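 further: peak over basal fluorescence ratio in a 140 s read after ATP addition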
An asterisk follows results filed as active; · = not tested or not shown.

item	SMILES	TAAR1 antagonist	CRFBP-R2 agonist	CRFBP-R2 block	TAAR1 agonist	CHRM5 PAM	CHRM5 antagonist	CHRM5 agonist	CHRM4 PAM	M1 PAM parental
1	O=C(NCCCOc1ccc([N+](=O)[O-])cc1Cl)OCc1ccccc1	0	1.5	32	2	-6	4	-3	0	14
2	NC(CCc1ccccc1)c1csc(NC(=O)Nc2cccc(Cl)c2)n1 (stereo not given)	46	·	·	39*	4	3	5	5	14
3	COc1cc(OC)cc(C(=O)N2CCN(Cc3ccccc3Br)CC2)c1	-9	-0.3	4	0	-4	7	-4	-4	15
4	CCc1nc2ccccc2c(C(=O)OC2CCOC2=O)c1C (stereo not given)	7	0.1	-1	1	5	-6	-5	-1	8
5	CN(C)c1cccc(CNC(=O)c2csc(COCCO)n2)c1	-10	·	·	1	2	5	0	5	17
6	O=C(NCC(=O)N1CCN(c2ncccn2)CC1)c1ccc(F)cc1	-25	0.5	1	2	9	9	-2	8	9
7	Cc1[nH][nH]c(=O)c1C(c1ccc(F)cc1)c1c(C)[nH][nH]c1=O	-1	-1.4	2	1	0	-7	2	0	-4
8	COc1ccc(Oc2nnc(-c3ccccc3)cc2C#N)cc1	-2	-1.6	-3	15	10	0	-2	27*	13
9	COc1ccc(CNC(=O)c2c(O)c3cc(OC)c(OC)cc3[nH]c2=O)cc1OC	13	0.1	8	2	9	5	4	-1	14
10	COc1ccccc1N(CC(=O)NCc1ccc2c(c1)OCO2)C(=O)CCC(=O)Nc1nccs1	-1	-0.6	-5	3	3	16	0	1	11
11	Cc1ccc(S(=O)(=O)N2CCCC2CNC(=O)c2ccc(F)c(F)c2)cc1 (stereo not given)	-18	-0.6	-5	-1	3	1	-4	3	-25
12	O=C(NCc1ccc(OC(F)(F)F)cc1)c1cccc2c1C(=O)c1ccc(N3CCCCC3)cc1S2(=O)=O	13	68*	-20	6	0	8	5	3	0
13	COc1ccc(/C=C2/C(=O)N=C(N)N2C)cc1OC	-8	0.1	25	9	1	7	2	8	7
14	CCOc1nc(-c2ccccc2)ccc1-c1noc(COc2ccccc2)n1	10	2.7	9	-1	-6	1	-1	0	6
15	Cc1ccc(OCc2nnc(SCC(=O)N3CCOCC3)n2C)cc1	-14	-2.8	13	20	4	-1	0	-1	18
16	COC(=O)c1ccc(N2CCN(C)CC2)c(NC(=O)COc2ccccc2Cl)c1	-10	0.3	-17	6	-6	12	-2	-8	-9
17	CSc1ccccc1NC(=O)CN(Cc1ccc(Cl)cc1)S(C)(=O)=O	-19	-0.1	5	11	-9	7	-3	-5	-1
18	COc1ccc(-n2c(=S)[nH]c3ccccc3c2=S)cc1	-16	0.3	9	-2	3	5	-3	-8	-8
19	COc1ccc(OC)c(/C=N/NC(=O)c2nnn(-c3nonc3N)c2-c2cccs2)c1	22	1.6	-20	8	-6	6	-3	-7	5
20	O=C(CC1C(=O)NCCN1Cc1cccc(Oc2ccccc2)c1)NCCc1ccccn1 (stereo not given)	-9	-0.7	18	14	6	-6	-1	3	17
21	O=C(COC(=O)C1(c2ccc(Cl)cc2)CCCC1)NCc1ccco1	22	0.5	13	10	-7	2	-6	-12	15
22	C/C(=C\c1cccc(Br)c1)C(=O)c1c(C)cc(C)[nH]c1=O	8	-0.4	3	0	0	14	-2	2	19
23	Cc1ccc(S(=O)(=O)c2nc(Nc3ccccc3N3CCOCC3)sc2Cl)cc1	-5	-1.8	24	15	-8	6	0	-2	-7
24	CCOC(=O)c1c(C)[nH]c(C(=O)OCC(=O)Nc2ccccc2)c1C	-1	0.8	-2	2	-1	0	0	3	20
25	O=C(Cc1cc(C(=O)O)c2ccccc2n1)Nc1ccccc1	33	0.2	-10	8	-5	3	3	-1	-2

An excerpt from above in order of formula weight, high to low.
item	SMILES	TAAR1 antagonist	CRFBP-R2 agonist	CRFBP-R2 block	TAAR1 agonist	CHRM5 PAM	CHRM5 antagonist	CHRM5 agonist	CHRM4 PAM	M1 PAM parental
12	O=C(NCc1ccc(OC(F)(F)F)cc1)c1cccc2c1C(=O)c1ccc(N3CCCCC3)cc1S2(=O)=O	13	68*	-20	6	0	8	5	3	0
17	CSc1ccccc1NC(=O)CN(Cc1ccc(Cl)cc1)S(C)(=O)=O	-19	-0.1	5	11	-9	7	-3	-5	-1
24	CCOC(=O)c1c(C)[nH]c(C(=O)OCC(=O)Nc2ccccc2)c1C	-1	0.8	-2	2	-1	0	0	3	20
25	O=C(Cc1cc(C(=O)O)c2ccccc2n1)Nc1ccccc1	33	0.2	-10	8	-5	3	3	-1	-2

Further results follow:
item	SMILES	TAAR1 antagonist	CRFBP-R2 agonist	CRFBP-R2 block	TAAR1 agonist	CHRM5 PAM	CHRM5 antagonist	CHRM5 agonist	CHRM4 PAM	M1 PAM parental
26	O=C(COc1ccccc1-c1ccccc1)N/N=C/c1ccc2ccccc2c1	-4	-1.4	-8	2	5	-7	-1	4	17
27	COc1cccc(CNC(=O)CS(=O)(=O)Cc2nc(-c3ccc(C)cc3)oc2C)c1OC	-4	-11	9	-3	-5	-2	0	10	-9
28	COc1ccc(CCNC(=O)CCNS(=O)(=O)c2cccc3nonc23)cc1OC	-4	0.0	9	4	0	-2	0	-1	23
29	O=C1C2CC=C(Cl)CC2C(=O)N1CCc1ccccc1 (stereo not given)	-9	9.9	9	24	1	-8	-1	8	22
30	NC(=O)CCSC(=S)N1CCOCC1	-5	2.4	-10	8	13	2	1	13	21
31	c1ccc(Oc2nnc(-c3cccs3)c3ccccc23)cc1	4	2.8	-3	0	-5	8	-3	-3	10
32	CN(c1ccc(OCC(=O)NCc2cccnc2)cc1)S(=O)(=O)c1ccc(Cl)cc1	1	-2.3	8	5	10	5	-2	-2	14
33	COC(=O)[C@@]12C[C@@H](CC(=O)N3CCN(C(=O)c4ccco4)CC3)C(=O)N(CCc3ccc(OC)c(OC)c3)C1=CCC(C)(C)C2	45	·	·	13	-3	-14	5	-4	·
34	CCC(C)N1C(=O)S/C(=C/c2ccc(N3CCOCC3)cc2C)C1=O (stereo not given)	14	3.4	-28	3	-1	3	3	-4	15
35	Cc1cc(=O)c2c(O)c(O)ccc2o1	-19	-1.6	-5	10	-11	-1	-6	0	-9
36	CCCCNC(=O)C1(C)CCN1C(=O)c1ccccc1Br (stereo not given)	5	·	·	2	5	-3	1	7	24
37	C=CCSc1nc(N)cc(=O)[nH]1	-37	3.0	-1	2	-14	17	2	-15	1
38	Cn1c(SC/C=C/c2ccccc2)nnc1-c1cccs1	10	-4.1	10	2	0	-2	-2	-9	-6
39	CN(CC(=O)O)S(=O)(=O)c1ccc2c(c1)NC(=O)CC(=O)N2	-19	-1.7	3	1	11	1	1	2	-13
40	CC(C)Cn1c(N)c(C(=O)COC(=O)c2cc(S(=O)(=O)N3CCOCC3)ccc2Br)c(=O)n(C)c1=O	54*	7.2	-24	21	-13	11	10	-8	10
41	CCc1ccc(S(=O)(=O)NCc2ccc(C(=O)NCCN(Cc3ccccc3)C(C)C)cc2)cc1	-4	·	·	9	-18	29*	1	-15	3
42	Oc1ccc(Cl)cc1CNCc1ccc(F)c(F)c1	5	0.7	-16	43*	2	10	7	-2	11
43	CC1Cc2ccccc2N1C(=O)Cn1nnc(-c2ccccc2NC(=O)C2CCC2)n1 (stereo not given)	-3	-1.6	3	3	-3	2	0	-2	16
44	CC(=O)Nc1ccc(S(=O)(=O)N2CCN(C(=O)c3ncoc3-c3ccccc3)CC2)cc1	-13	8.0	13	5	-3	7	-4	-3	11
45	Cc1ccccc1N1CCN(S(=O)(=O)CC23CCC(CC2=O)C3(C)C)CC1 (stereo not given)	2	31	-83	2	-4	10	-3	-1	-5
46	CN(NC(=O)c1cccc(Cl)c1)c1nc(-c2ccccc2)nnc1C(F)(F)F	44	3.2	3	11	-2	6	0	9	14
47	COc1ccccc1CNC(=O)C1(C)CCN1C(=O)C1(c2ccccc2)CC1 (stereo not given)	-7	·	·	0	-1	-2	0	5	18
48	O=C1CC(c2cccc(Br)c2)C2=C(COC2=O)N1 (stereo not given)	2	0.2	16	-1	-16	19	2	-2	12
49	COc1ccc(Cc2nc(-c3ccc(Cl)cc3)no2)cc1	-12	-1.2	50*	10	-7	4	-1	-7	1
50	O=C(O)c1cccc(N2C(=O)CSC2=S)c1	-7	1.8	1	1	-5	8	-1	6	1

(cont.)
item	SMILES	TAAR1 antagonist	CRFBP-R2 agonist	CRFBP-R2 block	TAAR1 agonist	CHRM5 PAM	CHRM5 antagonist	CHRM5 agonist	CHRM4 PAM	M1 PAM parental
51	CCCn1c(=N)n(CCOc2ccc(OC)cc2)c2ccccc21	-2	-0.5	-16	5	7	1	-6	3	17
52	Cc1ccc(C)c(NS(=O)(=O)c2cc(C(=O)Nc3ccccc3-c3ccccc3)ccc2C)c1	6	-0.2	1	7	-1	-6	-6	-19	8
53	O=C(CSCc1ccccc1Cl)NN1C(=O)c2ccccc2C1=O	7	-1.0	17	10	0	3	-1	-2	15
54	CCn1cc(C(=O)Nc2sc(C)c(C)c2C(=O)OC)cn1	-11	-1.1	9	-1	-2	1	0	6	16
55	O=C(CSc1nncs1)N1CCN(C(=O)c2ccco2)CC1	-12	3.6	3	7	-5	3	3	1	-15
56	COc1cc(C(=O)Nc2ccccc2C(=O)Nc2ccccn2)cc(OC)c1OC	48	-1.1	-8	17	-12	15	2	-3	-2
57	Cc1ccc(/C=C2/SC(=S)N(CCC(=O)NCCCN3CCOCC3)C2=O)cc1	-19	-8.9	-60	2	1	-3	-1	-5	-7
